CSM14.1 death rescue: protection against thapsigargin-triggered cell killing – 384-well, CSM14.1, ATP luminescence, primary screen (AID 1222) | CSM14.1 thapsigargin-induced death rescue, ATP luminescence; higher % means a stronger effect | cellular ATP content (survival), % at 20 µM, or EC50 in µM where a hit was titrated | 190,000 tested, under 10 active;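 active = EC50 below 50 µM in the dose-response confirmation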;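 note: death triggered by thapsigargin at about 15 µM added after 2 h compound pretreatment; cell ATP read after overnight thapsigargin exposure of roughly 18 to 22 hours; normalized against plate controls of thapsigargin alone and 5% DMSO vehicle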
Ins promoter up: MIN6 insulin promoter up-regulation | MIN6 insulin promoter-GFP reporter, high-content imaging; hits give high values | z-score at 5 µM | 190,000 compounds, 0.3% hits;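 active = z-score above 3 at 5 µM with at least 500 cells counted in the well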
Autophagy HCS: autophagy modulation, high-content screen | MEF GFP-LC3 puncta imaging; test concentration mostly 10 µM | calls only at 10 µM (by protocol) | 190,000 compounds, 0.98% hits | AID 463193;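 active = percentage of spot-positive cells more than 3 SD above its plate mean, without a fluorescence outlier flag or 80% toxicity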;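 note: spot-positive cell cutoff set from DMSO-treated cells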
Hep lipid drop: hepatic lipid droplet formation modulation; AML12 mouse hepatocytes, oleate lipid droplets, BODIPY imaging; inhibition, % at 6.5 µM; 240,000 compounds, 0.4% hits; AID 1656;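 active = lipid droplet intensity inhibited by at least 50%, with more than 500 cells counted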
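material = mouse AML12 hepatocyte cell line, fixed after treatment | also added = 100 µM oleic acid challenge | doses = compound at 6.5 µM only | schedule = overnight exposure | technique = Image-based BODIPY and DAPI two-channel analysis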
XIAP antagonists: small molecules displacing peptide from XIAP – biochemical, IAP family, fluorescence polarization (AID 1018) | one-dose displacement, % at 20 µM; IC50 in µM for titrated hits | 200,000 compounds, 0.007% hits | XIAP BIR domain, fluorescence polarization peptide displacement; higher % means a stronger effect; in the data active = displacement above about 50%; note: a part of the inactive calls stands beside numbers as strong as those of hits
MT stabilizer: microtubule stabilization, imaging screen | % tubulin-high responders, % at 10 µM | HeLa tubulin immunostaining HCS, 24 h; share of cells brighter than vehicle mean+2SD | 200,000 compounds, 0.83% hits;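 active = plate Z-score above 3 for both tubulin-high and condensed-nucleus cell shares, with cell loss under 80%, at 10 µM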;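 note: anti alpha tubulin signal scored within the nucleus-defined area of each cell; some results filed as inactive read as strong as hits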
WT yeast gro inh: growth inhibition of WT yeast, mitochondrial fusion screen; mitochondrial fusion phenotypic screen, WT strain; inhibition, % at 10 µM; 190,000 compounds, 2.1% hits; in the data active = inhibition above about 58%; tested in S. cerevisiae
bCat nuc transl: alters nuclear translocation of beta-catenin in HeLa cells | AID 1665 | immunofluorescence imaging | nuclear translocation activity, % at 5 µM | 190,000 compounds, 0.3% hits;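 active = nuclear translocation activity above 50% at 5 µM, with a well cell count of 50 or more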;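 note: per-cell ratio of nuclear to cytoplasmic median beta-catenin stain intensity; plate controls were DMSO negative control for no effect and GSK-3 inhibitor IX positive control for full effect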
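Assay system: human HeLa cells, native beta-catenin; doses: 5 µM primary, 0.02–20 µM confirmation; incubation: compound treatment 24 h, 37°C, 5% CO2; technique: fluorescence imaging of beta-catenin antibody stain plus DAPI; measure: % activation, nuclear-to-cytoplasmic median beta-catenin signal ratio per cell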
Dynein transport: dynein cargo transport inhibition; 220,000 compounds, 0.47% hits; z-score, hits read low; 3617.4 mouse cells, GR-EGFP nuclear translocation imaging; test concentration mostly 20 µM; stimulated with dexamethasone, 1 µM; hits give low values; AID 1381;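 active = plate z-score of nuclear minus cytoplasmic receptor signal below a set negative limit, without overly bright fluorescence or cell loss, cut at about -3.5 in these data, passing the limit was not always enough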;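 note: z-score of nuclear minus cytoplasmic ring GR-EGFP intensity difference per well; some compounds called inactive have numbers as strong as hits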
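Schedule: 48 h induction, then 1 h compound, then 30 min agonist, 37 °C. Buffer or medium: tetracycline-free induction medium containing charcoal-stripped FBS. Reagent: 1.0 µM final dexamethasone stimulus. Evaluation: nuclear versus cytoplasmic GR-EGFP signal, averaged per well. Signal: high-content fluorescence imaging after fixation.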
WT yeast gro inh mutant strain: second read-out of WT yeast gro inh, no call of its own (marks repeat the call); inhibition, %; mitochondrial fusion phenotypic screen, mutant strain inhibition
Dynein transport cytoplasmic EGFP: further read-out of Dynein transport, marked with its call; z-score; measured here: cytoplasmic GR-EGFP intensity; hits give high values
Dynein transport nuclear GR-EGFP: also measured in Dynein transport; calls as there; z-score; measured here: nuclear GR-EGFP intensity;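 lower value marks the stronger effect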
Dynein transport cell count: second read-out of Dynein transport, no call of its own (marks repeat the call); z-score; measured here: cell count per field
Ins promoter up cell count: second read-out of Ins promoter up, no call of its own (marks repeat the call); cell count; measured here: cytotoxicity, nuclei count;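 total cells summed across four imaged fields per well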
Hep lipid drop cells 6.5 µM: also measured in Hep lipid drop; calls as there; cell count; measured here: cell count, cytotoxicity flag;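 cells counted across two imaged fields per well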
bCat nuc transl cell count 5 µM: also measured in bCat nuc transl; calls as there; cell count; measured here: cell count, cytotoxicity flag
MT stabilizer Hoechst-high %: further read-out of MT stabilizer, marked with its call; % Hoechst-high responders; measured here: nuclear condensation Hoechst responders;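 share of cells brighter than vehicle mean plus two SD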
MT stabilizer cytotoxicity %: also measured in MT stabilizer; calls as there; toxicity, %; measured here: cytotoxicity by cell density;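 0% = mean cell density of plate MIN control wells and 100% = no cells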
Autophagy HCS cell loss 18 h: also measured in Autophagy HCS; calls as there; toxicity, %; measured here: cell loss, nuclei count;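 cell loss after 18 h compound exposure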
An asterisk follows results filed as active; i = inactive; . = no result given.

Values run as follows: bCat nuc transl	CSM14.1 death rescue	XIAP antagonists	Dynein transport nuclear GR-EGFP	Hep lipid drop	Autophagy HCS cell loss 18 h	Ins promoter up	MT stabilizer cytotoxicity %	Dynein transport cytoplasmic EGFP	Ins promoter up cell count	bCat nuc transl cell count 5 µM	WT yeast gro inh	MT stabilizer	WT yeast gro inh mutant strain	MT stabilizer Hoechst-high %	Dynein transport	Autophagy HCS	Dynein transport cell count	Hep lipid drop cells 6.5 µM
(1) O=C(CCSc1nc(-c2ccco2)cc(C(F)(F)F)n1)Nc1ccc2c(c1)OCO2
→ -0.9	-1.6%	1.1%	-0.087	11	-6	-0.11	4.4	-0.15	1943	1065	6	3.8	16	1.6	-0.038	i	0.57	606
(2) COC(=O)CN(c1ccccc1F)S(=O)(=O)c1ccc(C)cc1
→ 1.3	-0.4%	-5.6%	-0.33	-7	9	0.81	4.7	-0.3	1409	1037	9	0.9	-13	1.2	-0.37	i	0.73	737
(3) CCOc1ccc(C(=O)SC2=NCCS2)cc1
→ 3.0	0.4%	-5.4%	-0.52	7	3	-0.13	9.4	-0.13	889	1033	-1	1.1	14	1.2	-0.81	i	0.13	772
(4) CCOC(=O)C1CCCN(C(=O)/C=C/c2cccc([N+](=O)[O-])c2)C1 (stereo not drawn)
→ -0.6	-0.8%	-4.7%	0.49	.	-40	-0.54	6.5	-0.21	1586	1347	-6	1.9	-4	1.8	0.25	i	1.3	.
(5) CS(=O)(=O)c1nc(S(=O)(=O)c2ccc(Cl)cc2)c(NCc2ccccn2)s1
→ 0.5	0.5%	-7.5%	-0.026	0	-42	.	8.8	-0.28	.	1134	-3	3.0	2	2.6	-0.24	i	0.42	671
(6) O=C(CNS(=O)(=O)c1ccccc1)N1CCCC1
→ -1.5	0.2%	-7.9%	-0.081	-5	-22	-0.84	1.8	-0.31	1265	1151	-1	1.8	1	1.0	-0.38	i	0.61	712
(7) CCOC(=O)c1cnc(-c2ccccc2)nc1-c1ccccc1
→ -3.2	-1.5%	-9.4%	0.37	-5	-8	0.73	4.0	-0.25	1121	1124	65*	1.5	1.9*	1.0	0.96	i	-0.14	716
(8) COC(=O)c1ccc2c(=O)n(CCO)c(=S)[nH]c2c1
→ .	1.3%	-0.2%	0.9	-1	4	.	5.7	-0.19	.	.	-9	2.8	0	1.9	2.2	i	-0.94	711
(9) O=C(CC1(O)C(=O)N(CN2CCOCC2)c2ccccc21)c1ccccc1 (stereo not drawn)
→ -1.0	-2.3%	-0.2%	0.85	3	-2	-0.02	5.1	0.028	1487	1074	-15	1.5	-1	0.6	1.3	i	-0.39	692
(10) O=c1cc(N2CCCCC2)c(-c2ccccc2)nn1Cc1ccc(Cl)cc1
→ -1.5	-1.3%	-0.4%	0.058	.	-22	0.02	9.7	-0.2	1653	1339	30	1.2	19	1.4	-0.99	i	1.2	.
(11) O=C(c1ccc2ccccc2c1)C1CCCN(C(=O)CN2C(=O)CSC2=O)C1 (stereo not drawn)
→ -0.8	0.1%	-7.8%	-0.07	-2	-28	0.25	1.3	-0.32	1364	988	11	4.9	-2	1.9	-0.58	i	0.45	698
(12) Cc1cc(C(=O)CSc2nnnn2-c2ccccc2)c(C)n1-c1ccc2c(c1)OCO2
→ 1.7	0.6%	1.6%	-0.22	6	-6	-0.98	1.5	-0.2	544	960	18	2.9	-11	2.1	-0.56	i	1.2	566
(13) COc1ccccc1CN(CC(=O)NCC1CCCO1)C(=O)CNS(=O)(=O)c1ccc(C)cc1 (stereo not drawn)
→ 2.3	-2.8%	-5.0%	-0.12	1	-9	-0.38	7.5	-0.17	1235	1091	-17	1.0	-9	0.9	-0.23	i	0.52	769
(14) COc1ccc(-c2onc(C)c2-c2cscn2)c(O)c1
→ -0.6	-0.8%	-5.4%	-0.0071	2	9	-1.4	9.7	-0.26	1104	1081	-1	5.0	12	2.3	-0.72	i	0.55	610
(15) O=C(c1cc2nc(-c3ccco3)cc(C(F)(F)F)n2n1)N1CCN(Cc2ccccc2)CC1
→ 0.2	-1.3%	-0.2%	0.79	-3	10	0.27	4.8	-0.055	998	1084	.	1.9	.	2.2	0.41	i	-0.72	766

Some entries already given, reduced to MT stabilizer cytotoxicity % and WT yeast gro inh mutant strain:
nr	structure	MT stabilizer cytotoxicity %	WT yeast gro inh mutant strain
7	CCOC(=O)c1cnc(-c2ccccc2)nc1-c1ccccc1	4.0	1.9*
8	COC(=O)c1ccc2c(=O)n(CCO)c(=S)[nH]c2c1	5.7	0
9	O=C(CC1(O)C(=O)N(CN2CCOCC2)c2ccccc21)c1ccccc1 (stereo not drawn)	5.1	-1

Back to the main list, starting two compounds before the break.
Values run as follows: bCat nuc transl	CSM14.1 death rescue	XIAP antagonists	Dynein transport nuclear GR-EGFP	Hep lipid drop	Autophagy HCS cell loss 18 h	Ins promoter up	MT stabilizer cytotoxicity %	Dynein transport cytoplasmic EGFP	Ins promoter up cell count	bCat nuc transl cell count 5 µM	WT yeast gro inh	MT stabilizer	WT yeast gro inh mutant strain	MT stabilizer Hoechst-high %	Dynein transport	Autophagy HCS	Dynein transport cell count	Hep lipid drop cells 6.5 µM
(14) COc1ccc(-c2onc(C)c2-c2cscn2)c(O)c1
→ -0.6	-0.8%	-5.4%	-0.0071	2	9	-1.4	9.7	-0.26	1104	1081	-1	5.0	12	2.3	-0.72	i	0.55	610
(15) O=C(c1cc2nc(-c3ccco3)cc(C(F)(F)F)n2n1)N1CCN(Cc2ccccc2)CC1
→ 0.2	-1.3%	-0.2%	0.79	-3	10	0.27	4.8	-0.055	998	1084	.	1.9	.	2.2	0.41	i	-0.72	766
(16) Cn1c(SCC(=O)NNC(=S)Nc2ccccc2)nnc1-c1ccncc1
→ 0.1	.	.	0.67	6	.	0.15	.	-0.28	899	1309	.	.	.	.	0.38	.	-0.16	701
(17) O=C(CNC(=O)c1cccc(OC(F)F)c1)OCn1nnc2ccccc2c1=O
→ -2.8	-2.3%	-9.3%	-0.045	-9	5	0.53	4.6	-0.29	1186	1103	14	1.0	14	2.0	-1.3	i	0.29	719
(18) O=C(/C=N/O)NCCCN1CCOCC1
→ 3.3	-3.0%	-7.1%	-0.73	10	-3	-0.96	5.9	-0.29	1131	997	-8	6.1	35	2.2	-0.99	i	0.56	653
(19) O=C(NCc1ccc(F)cc1)C(=O)NCC1OCCN1C(=O)c1cccs1 (stereo not drawn)
→ -1.8	-2.4%	-14%	0.041	-6	9	-0.21	7.2	-0.27	1487	1114	-9	1.7	7	1.6	-0.056	i	0.044	566
(20) CCCN1C(=O)C2(SC(NC(C)=O)=NN2C(C)=O)c2cc(C)cc(C)c21 (stereo not drawn)
→ 0.3	.	.	-0.23	8	.	0.22	.	-0.22	1154	1230	.	.	.	.	-0.27	.	0.28	770
(21) Cc1sc2nc(CN3CCOCC3)[nH]c(=O)c2c1-c1ccccc1
→ 3.5	-1.2%	-2.8%	0.12	2	29	-0.08	5.5	-0.26	1304	480	0	2.3	5	2.3	0.25	i	0.49	668
(22) O=C1c2ccccc2C(O)N1Cc1ccc2c(c1)OCO2 (stereo not drawn)
→ .	-0.5%	-2.7%	-0.33	.	5	-0.89	6.6	-0.29	977	.	3	7.0	-1	1.9	-0.77	i	0.46	.
(23) Cn1c(=O)c2c3c(sc2n2cnnc12)CCC3
→ 8.2	-1.1%	1.5%	-0.88	.	-5	0.66	5.0	-0.25	1269	1060	28	1.9	2	1.8	-0.017	i	0.93	.
(24) S=C(Nc1ccccc1)Nc1nc2ccccc2n1CCOc1ccccc1
→ 2.2	-1.9%	-15%	-0.43	.	4	-0.39	66*	-0.22	1450	1379	-17	30*	-7	20*	-0.62	i	0.57	.
(25) CC(C)Cn1c(-c2cccs2)nc2ccccc21
→ 3.9	-0.3%	0.7%	0.24	1	-13	-1.4	5.3	-0.41	720	1204	2	3.5	3	1.4	0.18	i	0.28	721
(26) CCN1C2=NCCCN2c2ccccc21
→ -3.4	0.3%	-3.0%	1.1	.	2	-0.56	3.1	-0.14	1376	1009	-23	1.8	7	1.4	2.7	i	-1.5	.
(27) Cc1nn(CCCC(=O)Nc2ccc(Br)cc2F)c(C)c1[N+](=O)[O-]
→ 1.7	0.1%	-8.4%	0.77	5	-4	0.47	10	-0.062	1140	1021	4	2.7	-14	3.9	1.4	i	-1.3	648
(28) Cc1[nH]oc(=O)c1N=Nc1c(Cl)cccc1Cl
→ -1.5	-0.1%	-3.8%	-0.23	-9	11	0.03	3.0	-0.2	1205	497	43	2.1	17	2.5	-0.7	i	-0.064	686
(29) O=C(CN1c2ccccc2Sc2ccccc21)NNC(=O)Nc1cccc(Cl)c1
→ 0.4	.	.	0.39	15	.	-0.56	.	-0.26	1082	1294	.	.	.	.	-0.79	.	0.9	691
(30) COc1ccc(C(=O)N/N=C/c2ccc(OC)c(CSc3ccccn3)c2)cc1
→ -0.7	-1.5%	-15%	-0.69	-15	1	0.34	11	-0.29	1278	952	11	3.2	5	2.6	-0.62	i	0.74	667
(31) CNCCC1Sc2ccccc2Oc2ccccc21 (stereo not drawn)
→ -4.6	-2.6%	-4.5%	-1.3	6	22	-1.2	8.4	-0.15	1330	1089	5	1.9	3	1.4	-1.3	i	0.42	652
(32) COc1ccc(-n2c(C)cc(C(=O)COC(=O)c3cc(NC(=O)c4cccs4)c(OC)c(OC)c3)c2C)cc1
→ -1.7	1.4%	-1.7%	-0.3	-6	1	0.79	6.1	-0.1	1475	1100	-11	4.7	7	3.0	-0.17	i	-0.041	668
(33) O=C(NC1CCCCCC1)c1cccc(N2CCCC2=O)c1
→ 1.7	-0.9%	-3.5%	0.69	14	-3	-0.63	5.8	-0.21	1821	1012	-2	4.6	15	1.6	0.025	i	0.85	722
